# GLP-1R inv ag = qHTS of GLP-1 Receptor Inverse Agonists (Inhibition Mode); Glucagon-like peptide 1 receptor (Homo sapiens), P43220; HEK293 GLP-1R CRE-luciferase, luminescence, 24 h; GLP-1R form is constitutively active; Potency, µM (highest dose often 38.3 µM), for inactives: at the highest dose activity change, negative = inhibition, hits mostly inhibitors; 410,000 compounds, 1.6% hits; AID 624417, 2012; note: potency is the fitted concentration of half-maximal effect; % is set by controls: 0 for no effect and ±100 for the full control effect; nearly all actives have a fitted effect of over 55% in size
# Target sequence (P43220 whole entry, looked up): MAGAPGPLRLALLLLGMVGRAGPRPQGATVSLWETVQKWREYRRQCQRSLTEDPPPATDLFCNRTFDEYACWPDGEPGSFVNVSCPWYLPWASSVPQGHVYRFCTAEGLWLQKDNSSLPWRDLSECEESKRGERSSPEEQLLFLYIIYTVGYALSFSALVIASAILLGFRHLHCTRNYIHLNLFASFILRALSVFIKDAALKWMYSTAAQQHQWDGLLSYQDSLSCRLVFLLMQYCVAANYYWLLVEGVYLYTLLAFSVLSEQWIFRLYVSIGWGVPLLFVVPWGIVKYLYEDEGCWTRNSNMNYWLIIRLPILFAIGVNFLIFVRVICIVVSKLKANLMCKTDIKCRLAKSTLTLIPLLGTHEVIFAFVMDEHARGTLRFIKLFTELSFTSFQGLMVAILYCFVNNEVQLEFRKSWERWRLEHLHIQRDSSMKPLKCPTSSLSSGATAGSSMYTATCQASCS
#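 HEK293 cells stably co-expressing a cAMP-responsive luciferase reporter and constitutively active GLP-1R were seeded, incubated 12 h, then exposed to compounds for 24 h at 37 C. Luminescence was read 12 min after detection reagent; inverse agonists lower signal.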
# GLP-1R agonist = qHTS of GLP-1 Receptor Agonists | HEK293 GLP-1R CRE-luciferase, luminescence, 4-6 h; cells express a hypersensitive GLP-1R form | Potency, µM (highest dose often 45.6 µM), inactives show at the top dose activation, usual class: activators | 380,000 compounds, 0.007% hits | AID 624172, 2012; note: potency is the fitted concentration of half-maximal effect; % of control where 0% means no effect
# TDP43 rescue = qHTS of TDP-43 Inhibitors; Potency, µM (highest dose often 46.1 µM), without a hit: top-dose growth rescue (activation), actives largely listed as activators; TDP-43 expressing yeast growth rescue, BacTiter-Glo, 24 h; 410,000 compounds, 1.8% hits; note: potency is the fitted concentration of half-maximal effect; % of control where 0% means no effect; nearly all actives have a fitted effect of over 50% in size
#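 Yeast expressing TDP-43 (pregrown in raffinose, seeded at OD600=0.02 in galactose medium) exposed to compounds 24 hr at 30 deg C. Growth read by BacTiter-Glo luminescence; rescue of toxicity appears as increased signal.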
# aSyn rescue = qHTS of alpha-syn Inhibitors | 370,000 compounds, 0.14% hits | Yeast expressing alpha-synuclein, growth rescue, BacTiter-Glo, 24 h | Potency, µM (series often up to 46.1 µM), for inactives: at the highest dose growth rescue (activation), usual class: activators; note: potency is the fitted concentration of half-maximal effect; % of control where 0% means no effect; nearly all actives have a fitted effect of over 65% in size
#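 Rescue of yeast growth: cells expressing toxic alpha-synuclein, induced in galactose at OD600 0.02, incubated with compound 24 h at 30 C. ATP luminescence quantified growth; inhibitors of toxicity appear as activators.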
# D3 antag = qHTS of D3 Dopamine Receptor Antagonist: qHTS; D(3) dopamine receptor (Homo sapiens), P35462; D3R cells, DiscoveRx beta-arrestin luminescence, antagonist mode; active compounds read low; max response, negative = inhibition, %; 360,000 compounds, 2.5% hits; AID 652054, 2013; in the data active = max response below about -50%; inconclusive = no clear call, values can overlap the other calls; note: % is set by controls: 0 for no effect and ±100 for the full control effect; mostly tested at two doses, the higher about 12 µM
# Target sequence (P35462 whole entry, looked up): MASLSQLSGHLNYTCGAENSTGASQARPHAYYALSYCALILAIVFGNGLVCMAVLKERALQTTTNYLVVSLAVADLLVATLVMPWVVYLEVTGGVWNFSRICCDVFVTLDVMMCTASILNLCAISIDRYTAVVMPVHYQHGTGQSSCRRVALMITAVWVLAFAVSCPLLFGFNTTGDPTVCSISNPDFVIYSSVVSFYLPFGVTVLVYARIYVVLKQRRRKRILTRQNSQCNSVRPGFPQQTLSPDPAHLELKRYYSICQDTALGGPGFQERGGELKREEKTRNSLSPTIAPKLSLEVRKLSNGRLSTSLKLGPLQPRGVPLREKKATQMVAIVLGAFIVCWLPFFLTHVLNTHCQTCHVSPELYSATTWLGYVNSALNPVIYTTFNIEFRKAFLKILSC
#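 Cells expressing the human receptor were seeded at 1500 cells/well, incubated overnight at 37 degrees C in 5% CO2, then exposed to library compounds with dopamine controls for 90 minutes at 37 degrees C before luminescent detection.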
# KB-V1 MDR tox = qHTS assay for MDR1-selective chemotherapeutics: Primary screen using the drug-selected MDR subline cells KB-V1 | 400,000 compounds, 3.4% hits | Potency, µM (top dose mostly 46.1 µM), for the others: at the highest dose activity change, negative = cytotoxicity, actives largely listed as cytotoxic | KB-V1 MDR cells viability, CellTiter-Glo, 72 h; note: potency is the fitted concentration of half-maximal effect; % is set by controls: 0 for no effect and ±100 for the full control effect; nearly all actives have a fitted effect of over 60% in size
#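 Cytotoxicity toward P-gp-expressing KB-V1 cells was determined as loss of CellTiter-Glo luminescence after 72 h at 37 degrees C. Compounds were tested in quantitative HTS format across a concentration range, with curves fitted to normalized data.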
# PTHR1 ag = qHTS for PTHR1 Agonists: Primary Screen. HEK293 GP2 PTHR1 cells, GloSensor cAMP luminescence, 1 h. Potency, µM (titrated, usually from 115 µM), for the others: at the top dose activation, actives largely listed as activators. 410,000 compounds, 0.075% hits. Parathyroid hormone/parathyroid hormone-related peptide receptor (Homo sapiens), Q03431. AID 743266, 2014; note: potency is the fitted concentration of half-maximal effect; nearly all actives have a fitted effect of over 55% in size; some results filed as inactive show a strong effect at the top dose; inactives centre near -15; many of its hits are not listed in these tables
#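 HEK-293-derived GP2 cells expressing PTHR1 and a GloSensor cAMP reporter, 3,000/well, plated overnight, given luciferin plus IBMX (each 0.5 mM as added) for 1 h at 37 °C, then compound for 1 h at 37 °C. Luminescence was read after 15 min at room temperature.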
# GLP1R cytotox = qHTS of GLP-1 Receptor Inverse Agonists: Cytotox Screen; 410,000 compounds, 0.13% hits; HEK293 cAMP-luciferase reporter cells, luminescence, 24 h; Potency, µM (top dose mostly 38.3 µM), for the others: top-dose activity change, negative = inhibition, actives largely listed as inhibitors;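 note: loss of luciferase light is scored as toxicity; potency is the fitted concentration of half-maximal effect; % is set by controls: 0 for no effect and ±100 for the full control effect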
#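 Compound-treated cells are incubated 24 hr at 37 deg C under 5% CO2 after a 12 hour attachment period, then luciferase detection reagent is added and luminescence is measured following 12 min at room temperature; lowered signal indicates toxicity.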
# DRD3 agonist = qHTS of D3 Dopamine Receptor Agonist: qHTS | D3R DiscoveRx beta-arrestin cells, luminescence, 90 min | max activation, % | 410,000 compounds, 0.58% hits; in the data active = max activation above about 30%; note: 0% is about no effect; mostly tested at two doses, the higher about 12 µM
#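 Cells at 1500/well, incubated overnight, then treated with pinned compounds (dopamine as control) for 90 min at 37 degrees C. DiscoveRx reagent added for 30 - 60 minutes at room temperature; luminescence read.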
# * marks the source's active call; other numbers are inactive results; i = inactive; ? = inconclusive; . = not tested or not shown; & = joins results of further samples; [ ] = dose if it differs, or a comment. Unless noted, calls come from the whole dose curve; as a rule, active = well fitted curve in the direction sought with a large enough effect; inconclusive = small, poorly fitted or top-dose-only effect, or another doubt; inactive = no such curve, though single readings can be large; an effect the other way counts as inactive or inconclusive. The list is partial (hit frequency here may not be typical).
SMILES,GLP-1R inv ag,GLP-1R agonist,TDP43 rescue,aSyn rescue,D3 antag,KB-V1 MDR tox,PTHR1 ag,GLP1R cytotox,DRD3 agonist
Cc1ccc(N(C(=O)Nc2ccccc2)C2=NCC(C)S2)cc1 (stereo not drawn),10%,0%,-10%,-1%,25,?,-45%[inhibitor][57.5 µM],5%,20
COc1cccc(CNS(=O)(=O)c2c(C(=O)N3CCCCC3)c(C)n(C)c2C)c1,-11%,1%,0%,3%,8,-3%,-4%,-4%,-5
C#CCNC(=O)C1=C[C@H](C2CC2)C[C@H](OCCCCO)O1,13%,13%,21%,3%,12,14%,i,-4%,6
O=C(Cn1c(=O)n(CCc2ccccc2)c(=O)c2c3c(sc21)CCCC3)Nc1ccc(F)c(F)c1,13%,1%,24%,.,.,12%,-14%,3%,2
O=C(CCCSc1nc2ccccc2s1)NCc1ccco1,?,0%,?,4%,0,-29%,-13%[57.5 µM],-8%,0
O=c1cc(C(F)(F)F)nc(SCc2cccnc2)[nH]1,9%,-3%,8%,-1%,55,19%,i,-1%,3
Cc1ccccc1COc1ccc(-c2nnn(CC(=O)O)n2)cc1,-7%,-1%,-18%,-1%,4,11%,-1%,-7%,8
CC1CCCCN1CC(=O)Nc1ccc(Oc2ccccc2)cc1 (stereo not drawn),?,7%,9%,-8%,-8,-20%,-7%[57.5 µM],16%,-4
COc1ccccc1C(=O)C(O)c1ccccc1OC (stereo not drawn),1%,-6%,7%,7%,2,14%,-16%[57.5 µM],-2%,-7
O=C(O)C(S)C(S)C(=O)O (stereo not drawn),0%,-5%,?,-12%,8,4%,-18%,-3%,20&-6
CCOC(=O)CSc1nc2cc(OCC)ccc2cc1C#N,0%,18%,21%,.,34,-18%,-4%,34%[activator],4
COc1ccc(OC)c(C2=Nn3c(nnc3C3CCCCC3)SC2)c1,59%[activator],6%,?,?,11,?,i,12%,0
O=C(CN1CCc2ccccc2C1)Nc1ccc(Br)cc1,-3%,10%,5%,.,-52*,?,-18%,1%,-3
O=C(NC1CCC(CC2CCC(NC(=O)C(Cl)Cl)CC2)CC1)C(Cl)Cl (stereo not drawn),12%,-3%,-5%,-1%,0,2%,i,2%,3
Nc1nnc(CC(=O)N/N=C/c2ccc(-c3ccc(Cl)cc3Cl)o2)s1,-28%,-1%,19%,-2%,-7,-2%,i,0%,-8
CC(C)Cn1c2c(c(O)c(C(=O)Nc3nc4ccccc4s3)c1=O)CCCC2,-15%,8%,-5%,-3%,8,-3%,i,4%,1
COc1cccc(-c2noc(CCC(=O)NCCc3ccccc3)n2)c1,-26%,4%,30%,10%,4,0%,i,9%,-1
CC(c1ccc(O)cc1)(c1ccc(O)cc1)c1ccc(CCBr)cc1,?,-1%,0%,8%,-12,9%,-30%[inhibitor],-3%,-1
O=C(NCCc1ccccc1)C1CCC(CNS(=O)(=O)c2ccc(F)cc2)CC1 (stereo not drawn),18%,7%,7%,-2%,1,-12%,i,-6%,1
O=C(NC(C(=O)c1ccccc1)N1CCOCC1)c1cccs1 (stereo not drawn),0%,5%,-10%,-8%,-16,27%,?,-3%,-15

# Next part (2 carried over from the part before).
SMILES,GLP-1R inv ag,GLP-1R agonist,TDP43 rescue,aSyn rescue,D3 antag,KB-V1 MDR tox,PTHR1 ag,GLP1R cytotox,DRD3 agonist
O=C(NCCc1ccccc1)C1CCC(CNS(=O)(=O)c2ccc(F)cc2)CC1 (stereo not drawn),18%,7%,7%,-2%,1,-12%,i,-6%,1
O=C(NC(C(=O)c1ccccc1)N1CCOCC1)c1cccs1 (stereo not drawn),0%,5%,-10%,-8%,-16,27%,?,-3%,-15
CSc1nn(Cc2ccc(F)cc2)c(N)c1S(=O)(=O)c1ccc(Cl)cc1,?,.,6%,.,.,?,-9%,-4%,9
COc1ccc([C@H]2[C@H](C(C)=O)N3N=Cc4ccccc4C3C23C(=O)OC(C)(C)OC3=O)cc1 (stereo partly drawn),15%,-1%,7%,1%,29,11%,0%,-2%,3
COc1ccc2nc(C)cc(N3CC(C)OC(C)C3)c2c1 (stereo not drawn),44%[activator],-7%,11%,2%,14,?,i,-14%,4
COc1cccc(C2CC(c3cccs3)=NN2C(=O)c2ccco2)c1O (stereo not drawn),-24%,16%,25µM*,?,-6,-24%,-24%,-9%,27
COc1ccc(CN2CCc3ccccc3C2)c(OC)c1,?,2%,-10%,-4%,-65*,-4%,i,-3%,-14
O=C(c1cnn2ccccc12)N(Cc1ccco1)C1CCCC1,3.5µM*,18%,29%,9%,0,?,-20%,?,-3
Cc1ccccc1NC(=S)N(CCN(C)C)C(C)c1cccnc1 (stereo not drawn),-8%,0%,11%[9.22 µM],-1%,-4,-11%,i,-16%,-2
Cc1ccc(C(=O)Nc2ccc(-c3nc4ccccc4o3)cc2)cc1Cl,8%,.,-3%,.,.,4%,-47%,-2%,-3
O=C(/C=C/NCC(=O)c1ccccc1)c1ccc(Br)cc1,13%,-1%,-83%[inhibitor],-9%,45,15%,-2%,0%,3
Cc1c(OC(C)C(=O)NCCN2CCOCC2)ccc2c3c(c(=O)oc12)CCC3 (stereo not drawn),34%[activator],18%,20%,3%,20,-2%,-4%,-29%,2
O=C(NNC(=O)c1cccc(S(=O)(=O)N2CCN(c3ccccc3)CC2)c1)c1ccc(Cl)cc1,?,-8%,-20%,2%,-1,16µM*,-20%,-1%,16
Cc1ccc(NC(=O)Cn2nnc(C(=O)NCc3ccco3)c2N)c(C)c1,2%,-3%,-21%,-6%,-10,21%,-3%,-8%,-17
O=C(CSc1nnnn1-c1cccc2ccccc12)NC(C(=O)O)(c1ccccc1)c1ccccc1,4%,1%,-15%,0%,8,-11%,-9%,-2%,3
Cn1c(SCC(=O)Nc2ccc3nc(SCC(=O)N4CCCC4)sc3c2)nnc1-c1ccccc1,-12%,0%,0%,5%,54,14%,-17%[57.5 µM],-6%,1
CN(CCc1ccccn1)S(=O)(=O)c1ccc(F)cc1,-5%,16%,-1%,-4%,51,-11%,-18%,3%,-2
CC[C@H](C)[C@@H]1OC(=O)[C@@H](C)[C@@H](CC)NC(=O)[C@H](C)N(C)C(=O)C(C)(C)C(=O)C(C)NC(=O)[C@H](Cc2ccccc2)N(C)C(=O)[C@H](C(C)C)N(C)C(=O)CNC(=O)[C@H](CC(C)C)N(C)C(=O)CNC1=O (stereo partly drawn),?,-13%,-10%,-6%,0,-15%,-14%,?,-1
COCc1cc(N2CCOCC2)nc(SCc2ccc(Cl)cc2)n1,?,7%,-12%[0.397 µM],15%,8,-12%,-18%,-12%,16
CCOC(=O)CNC(=O)c1cc2c(=O)[nH]c3ccc(C)cc3c2s1,9%,9%,29%,1%,5,-8%,i,-8%,0
CCN(CC(=O)Nc1cccc(C(C)=O)c1)S(=O)(=O)c1ccccc1,0%,10%,-18%,0%,-29,-22%,-12%,1%,4
COc1ccccc1-n1nnnc1SCC(=O)Nc1ccccc1,9%,4%,-11%,3%,-9,?,-21%,5%,-2

# Entries of single compounds, quoted from the list. Order of values: GLP-1R inv ag	GLP-1R agonist	TDP43 rescue	aSyn rescue	D3 antag	KB-V1 MDR tox	PTHR1 ag	GLP1R cytotox	DRD3 agonist
# Profile of CCN(CC(=O)Nc1cccc(C(C)=O)c1)S(=O)(=O)c1ccccc1 : 0%	10%	-18%	0%	-29	-22%	-12%	1%	4
# Profile of O=C(CSc1nnnn1-c1cccc2ccccc12)NC(C(=O)O)(c1ccccc1)c1ccccc1 : 4%	1%	-15%	0%	8	-11%	-9%	-2%	3
# Profile of COCc1cc(N2CCOCC2)nc(SCc2ccc(Cl)cc2)n1 : ?	7%	-12%[0.397 µM]	15%	8	-12%	-18%	-12%	16

# (further entries)
SMILES,GLP-1R inv ag,GLP-1R agonist,TDP43 rescue,aSyn rescue,D3 antag,KB-V1 MDR tox,PTHR1 ag,GLP1R cytotox,DRD3 agonist
COc1ccc(CCC(=O)N2CCN(c3ccccc3)CC2)cc1OC,7%,7%,8%,-1%,13,?,i,2%,1
COc1cc2nc(N3CCNCC3)nc(N)c2cc1OC,-15%,-6%,?,.,33,18%,-13%,?,0
CCOC(=O)c1ccc(NC(=S)Nc2ccc(Br)cc2N)cc1,-14%,16%,29%,9%,14,?,i,1%,1
CC(C)(C)c1ccc(-c2n[nH]c(=S)n2/N=C/c2ccncc2)cc1,6%,5%,1%,-7%,-28,6%,-10%,1%,-11
Cc1cc(-c2ccccc2)n2nc(-c3ccc(Cl)cc3)cc2n1,10%,.,22%[9.22 µM],.,.,22%,-1%,-4%,7
CCOC(=O)c1ccc(N2CCOCC2)c(NC(=O)c2ccc3c(c2)OCO3)c1,-17%,0%,?,1%,-8,?,i,-12%,-2
CCn1c(CN2CCC(C)CC2)nc2cc(S(=O)(=O)N3CCCCC3)ccc21,?,12%,12%,-8%,-83*,?,i,-2%,-3
CCOC(=O)C1=C(COC(=O)c2ccccc2[N+](=O)[O-])NC(=O)NC1C (stereo not drawn),139%[activator],23%,-20%,1%,9,2%,i,1%,3
CC(C)CC(=O)NC(=S)Nc1cc(C(F)(F)F)ccc1N1CCOCC1,-25%,8%,4%,-1%,-9,18µM*,i,59%[activator],-2
N/C(=N\c1nc2ccccc2o1)NC(=O)c1ccccc1Br,?,11%,-12%[1.82 µM],-2%,18,-4%,-12%,-2%,3
O=C(CN1C(=O)NC2(CCc3ccccc32)C1=O)c1cccs1 (stereo not drawn),2%,5%,1%,9%,-14,18%,-11%,-4%,-3
O=C(Nc1ccc(Oc2ncccn2)cc1)c1ccco1,6%,1%,?,1%,13,-26%,i,6%,1

# Source: PubChem BioAssay
